CHRM4 PAM = human M4 muscarinic receptor positive allosteric modulators, primary screen, CHO-K1 cells, Fluo-8 calcium fluorescence; Muscarinic acetylcholine receptor M4 (Homo sapiens), P08173; CHO-K1 hM4/Gqi5, ACh EC20; 0% = ACh EC20, 100% = maximal ACh; activation, % at 3 µM; 360,000 tested, 0.4% active; AID 624126, 2012;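 active = activation above its plate's cutoff, the mean activation of sample wells plus 3 SD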; also: some results filed as inactive read as strong as hits
Target sequence (P08173 whole entry, looked up): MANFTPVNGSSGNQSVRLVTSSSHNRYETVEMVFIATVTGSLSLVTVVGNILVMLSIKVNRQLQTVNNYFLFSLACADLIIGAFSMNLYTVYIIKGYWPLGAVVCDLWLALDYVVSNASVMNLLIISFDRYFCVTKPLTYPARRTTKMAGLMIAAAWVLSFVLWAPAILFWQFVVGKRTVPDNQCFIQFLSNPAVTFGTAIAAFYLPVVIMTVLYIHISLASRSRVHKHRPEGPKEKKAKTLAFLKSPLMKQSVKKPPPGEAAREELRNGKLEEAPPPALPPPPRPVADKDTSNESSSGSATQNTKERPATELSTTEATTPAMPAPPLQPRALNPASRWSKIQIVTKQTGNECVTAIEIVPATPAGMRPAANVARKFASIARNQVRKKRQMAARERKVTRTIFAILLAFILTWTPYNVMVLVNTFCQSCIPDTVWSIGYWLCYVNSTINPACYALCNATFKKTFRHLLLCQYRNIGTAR
M5 PAM = human M5 muscarinic receptor positive allosteric modulators, primary screen, CHO-K1 cells, Fluo-8 calcium fluorescence | Muscarinic acetylcholine receptor M5 (Homo sapiens), P08912 | CHO-K1 hM5, ACh EC20 PAM; 0% = ACh EC20, 100% = ACh EC100 | activation, % at 3 µM | 360,000 tested, 0.3% active | AID 624038, 2012;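 active = activation above the run cutoff, the mean activation of all test compounds plus 3 SD, cut at about 18% in these data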
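Probe or stimulus: acetylcholine, EC20 level; Assay system: human M5 receptor in CHO-K1 cells; Schedule: compound preincubation 140 s before EC20 acetylcholine addition; Technique: intracellular calcium via Fluo-8 fluorescence; Dosing: single-point, 3 µM nominal; Read-out basis: percent activation from peak-over-basal fluorescence ratio, scaled EC20-to-EC100 acetylcholine; Repeats: one well per compound, no replicates.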
CHRM4 agonist = human M4 muscarinic receptor agonists, primary screen, CHO-K1 cells, Fluo-8 calcium fluorescence. Muscarinic acetylcholine receptor M4 (Homo sapiens), P08173. CHO-K1 hM4/Gqi5; vehicle 0%, full acetylcholine response 100%. activation, % at 3 µM. 360,000 tested, 0.14% active;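 active = activation above the run mean over all test wells plus 3 SD, cut at about 32% in these data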;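 also: peak over basal fluorescence ratio per well then scaled between controls; 0% = DMSO wells and 100% = acetylcholine at EC100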
CHRM1 PAM = human M1 muscarinic receptor positive allosteric modulators, primary screen, CHO-K1 cells, Fluo-8 calcium fluorescence, 1536-well; CHO-K1 hM1, ACh EC20; 0% = ACh EC20, 100% = maximal ACh; activation, % at 3 µM; 360,000 tested, 0.088% active; in the data active = activation above about 19%, passing the limit was not always enough
Target sequence (P11229 whole entry, looked up): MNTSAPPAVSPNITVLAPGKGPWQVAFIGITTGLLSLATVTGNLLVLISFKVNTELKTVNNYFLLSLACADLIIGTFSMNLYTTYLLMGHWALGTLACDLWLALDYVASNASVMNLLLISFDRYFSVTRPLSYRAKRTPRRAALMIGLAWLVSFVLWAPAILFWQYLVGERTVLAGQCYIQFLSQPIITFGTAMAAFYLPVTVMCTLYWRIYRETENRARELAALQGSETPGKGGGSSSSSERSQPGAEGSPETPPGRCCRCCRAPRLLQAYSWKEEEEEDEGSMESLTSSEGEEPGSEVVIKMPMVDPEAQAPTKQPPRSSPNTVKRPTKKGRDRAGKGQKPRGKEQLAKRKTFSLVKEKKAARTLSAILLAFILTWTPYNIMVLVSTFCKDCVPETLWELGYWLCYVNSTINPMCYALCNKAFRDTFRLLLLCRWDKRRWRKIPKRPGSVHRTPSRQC
CHRM4 antagonist = human M4 muscarinic receptor antagonists, primary screen, CHO cells, Fluo-8 calcium fluorescence. Muscarinic acetylcholine receptor M4 (Homo sapiens), P08173. CHO-hM4 cells, ACh EC80. inhibition, % at 3 µM. 360,000 tested, 0.73% active. AID 624125, 2012;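 active = inhibition above its plate's cutoff, the mean inhibition of sample wells plus 3 SD, cut at about 27% in these data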;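 also: 0% = acetylcholine EC80 with DMSO and 100% = DMSO without agonist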
CHRM5 agonist = human M5 muscarinic receptor agonists, primary screen, CHO-K1 cells, Fluo-8 calcium fluorescence | activation, % at 3 µM | AID 624037, 2012 | CHO-K1 hM5 cells; 0% DMSO wells, 100% maximal acetylcholine response | 360,000 tested, 0.19% active | Muscarinic acetylcholine receptor M5 (Homo sapiens), P08912;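 active = activation above the run's mean over test compounds plus 3 SD, cut at about 23% in these data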;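 also: signal is peak over basal fluorescence ratio across the kinetic read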
CRFR2-BP antag = antagonists of CRF-BP/CRF-R2 complex, primary screen, cell-based, HEK293, calcium dye fluorescence, uHTS | CRF-induced calcium fluorescence | inhibition, % at 11.8 µM | 350,000 tested, 0.59% active | AID 588475, 2011;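 active = inhibition of the ligand-induced calcium signal above about 50% at the single tested concentration, limit read from the data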
CRFR2-BP ag = agonists of CRF-BP/CRF-R2 complex, primary screen, cell-based, HEK293, calcium dye fluorescence, uHTS. 350,000 tested, 0.46% active. calcium dye fluorescence (FLIPR); percent of saturating CRF peptide response. AID 588473, 2011. activation, % at 13.2 µM. CRF-binding protein / CRF receptor 2 complex (human);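 active = activation of at least 50%, plus an integration ratio under a set limit after plate pattern correction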;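 also: plate controls were neutral control wells without compound for no effect and CRF at EC100 for full effect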
CHRM5 antagonist = human M5 muscarinic receptor antagonists, primary screen, CHO cells, Fluo-8 calcium fluorescence. CHO-hM5 cells, ACh EC80. inhibition, % at 3 µM. 360,000 tested, 0.59% active. AID 624040, 2012. Muscarinic acetylcholine receptor M5 (Homo sapiens), P08912;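 active = inhibition above a per-plate cutoff, the mean of that plate's test compounds plus 3 SD, cut at about 27% in these data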;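 also: 0% = acetylcholine EC80 with DMSO and 100% = DMSO without agonist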
Starred values were filed as active, the others as inactive.

`O=C(Nc1ccccc1N1CCCCC1)C1CCN(S(=O)(=O)c2cccc(C(F)(F)F)c2)CC1` gave CHRM4 PAM -1, M5 PAM 1, CHRM4 agonist 0, CHRM1 PAM -5, CHRM4 antagonist -7, CHRM5 agonist 1, CRFR2-BP antag -5, CRFR2-BP ag -0.1 and CHRM5 antagonist -1.
Screening Cc1cc(C)c(SCCc2ccncc2)c(C)c1 returned CHRM4 PAM -12, M5 PAM -12, CHRM4 agonist 8, CHRM1 PAM -9, CHRM4 antagonist 10, CHRM5 agonist 7, CRFR2-BP antag 4, CRFR2-BP ag -0.1 and CHRM5 antagonist 8.
Screening C#CCOC(=O)Nc1ccc(=O)n(Cc2c(Cl)cccc2Cl)c1 returned CHRM4 PAM 6, M5 PAM -4, CHRM4 agonist 0, CHRM1 PAM 4, CHRM4 antagonist 8, CHRM5 agonist -1, CRFR2-BP antag -4, CRFR2-BP ag 2.1 and CHRM5 antagonist 2.
CON(C)S(=O)(=O)NC(=O)C1=C(N2CCCC2)COC1=O was read as CHRM4 PAM 8, M5 PAM 1, CHRM4 agonist 2, CHRM1 PAM -4, CHRM4 antagonist 1, CHRM5 agonist 1, CRFR2-BP antag -1, CRFR2-BP ag 0.2 and CHRM5 antagonist 16.
Screening CCCCNc1nc2c(c(=O)[nH]c(=O)n2C)n1CCCc1ccccc1 returned CHRM4 PAM -1, M5 PAM 1, CHRM4 agonist 0, CHRM1 PAM 4, CHRM4 antagonist -8, CHRM5 agonist 1, CRFR2-BP antag -17, CRFR2-BP ag -0.8 and CHRM5 antagonist 11.
Screening O=C(O)C1C2C=CC(C2)C1C(=O)NCc1ccc(Cl)cc1Cl (configuration not stated) returned CHRM4 PAM 2, M5 PAM 7, CHRM4 agonist 0, CHRM1 PAM 2, CHRM4 antagonist 2, CHRM5 agonist -4, CRFR2-BP antag 18, CRFR2-BP ag -0.1 and CHRM5 antagonist 11.
Screening COc1ccc(OCc2nnc(SCC(=O)NCc3ccco3)o2)cc1 returned CHRM4 PAM 8, M5 PAM 4, CHRM4 agonist 1, CHRM1 PAM 6, CHRM4 antagonist -6, CHRM5 agonist -1, CRFR2-BP antag 1, CRFR2-BP ag 0.7 and CHRM5 antagonist -5.
Screening Cc1ccc(S(=O)(=O)Nc2cccnc2)cc1C returned CHRM4 PAM -4, M5 PAM 5, CHRM4 agonist 1, CHRM1 PAM 4, CHRM4 antagonist 1, CHRM5 agonist 0, CRFR2-BP antag 5, CRFR2-BP ag 1.5 and CHRM5 antagonist 7.
c1ccc(-c2cnc(CSc3ncnc4sccc34)o2)cc1 was read as CHRM4 PAM -5, M5 PAM -13, CHRM4 agonist 8, CHRM1 PAM 5, CHRM4 antagonist -14, CHRM5 agonist 0, CRFR2-BP antag -3, CRFR2-BP ag 1.9 and CHRM5 antagonist 6.
`CC(=O)Nc1nc(-c2cccc3ccccc23)cs1` gave CHRM4 PAM -6, M5 PAM 15, CHRM4 agonist -1, CHRM1 PAM -1, CHRM4 antagonist -10, CHRM5 agonist -5, CRFR2-BP antag -7, CRFR2-BP ag 0.3 and CHRM5 antagonist -17.
For COc1ccc(N2C(=O)CC(NNc3nc4ccccc4s3)C2=O)cc1 (configuration not stated) the results were CHRM4 PAM -5, M5 PAM -2, CHRM4 agonist 4, CHRM1 PAM 3, CHRM4 antagonist 6, CHRM5 agonist -2, CRFR2-BP antag -10, CRFR2-BP ag 0.3 and CHRM5 antagonist 6.
For O=C(Nc1ccc(O)cc1)/C(=C\C=C\c1ccccc1)NC(=O)c1ccccc1 the results were CHRM4 PAM -25, M5 PAM -10, CHRM4 agonist 6, CHRM1 PAM -11, CHRM4 antagonist 17, CHRM5 agonist 2, CRFR2-BP antag 6, CRFR2-BP ag -0.2 and CHRM5 antagonist 4.
`CCOC(=O)[C@]12CCC=C1N(Cc1ccc(Cl)cc1Cl)C(=O)[C@H](CC(=O)N1CCCC1)C2` gave CHRM4 PAM 5, M5 PAM 4, CHRM4 agonist -1, CHRM4 antagonist -8, CHRM5 agonist -4 and CHRM5 antagonist -9.
For COC(=O)[C@@]12C[C@@H](CC(=O)N3CCSCC3)C(=O)N(Cc3ccccc3)C1=CCC(C)(C)C2 the results were CHRM4 PAM 0, M5 PAM -2, CHRM4 agonist 3, CHRM4 antagonist 3, CHRM5 agonist 1 and CHRM5 antagonist 12.
Cn1c(CNC(=O)C2CCCCC2)cc2ccccc21 was read as CHRM4 PAM 1, M5 PAM 3, CHRM4 agonist 0, CHRM1 PAM 16, CHRM4 antagonist -6, CHRM5 agonist -2, CRFR2-BP antag 2, CRFR2-BP ag -3.3 and CHRM5 antagonist 8.
CN1C(=O)c2ccc(C(=O)Nc3cccnc3)cc2C1=O was read as CHRM4 PAM -4, M5 PAM 0, CHRM4 agonist 0, CHRM1 PAM 2, CHRM4 antagonist 1, CHRM5 agonist -2, CRFR2-BP antag 10, CRFR2-BP ag -0.2 and CHRM5 antagonist -4.
`COc1ccc(CCNC(=O)C2CCC(=O)N(C3CCCCCC3)C2)cc1` (configuration not stated) gave CHRM4 PAM -8, M5 PAM 2, CHRM4 agonist 3, CHRM1 PAM 5, CHRM4 antagonist -2, CHRM5 agonist -2, CRFR2-BP antag 1, CRFR2-BP ag -1.0 and CHRM5 antagonist -6.
O=C1CCC(C(=O)OCC(=O)N2N=C3/C(=C/c4ccccc4)CCCC3C2c2ccccc2)N1 (configuration not stated) was read as CHRM4 PAM -9, M5 PAM -8, CHRM4 agonist -1, CHRM1 PAM -17, CHRM4 antagonist 13, CHRM5 agonist -6, CRFR2-BP antag -4, CRFR2-BP ag -0.6 and CHRM5 antagonist 7.
For COc1ccc(CN2CCOCCOCCOCC2)cc1 the results were CHRM4 PAM -16, M5 PAM -16, CHRM4 agonist 9, CHRM1 PAM 0, CHRM4 antagonist -11, CHRM5 agonist 4, CRFR2-BP antag 6, CRFR2-BP ag -0.2 and CHRM5 antagonist 9.
For N=c1c2c(-c3ccccc3)c(-c3ccccc3)oc2ncn1CCN1CCOCC1 the results were CHRM4 PAM -10, M5 PAM -8, CHRM4 agonist 2, CHRM1 PAM -6, CHRM4 antagonist 4, CHRM5 agonist -3, CRFR2-BP antag 21, CRFR2-BP ag -1.0 and CHRM5 antagonist 3.
COc1ccccc1S(=O)(=O)N(C)C[C@H]1Oc2cc(Br)ccc2S(=O)(=O)N([C@@H](C)CO)C[C@H]1C was read as CHRM4 PAM -6, M5 PAM -4, CHRM4 agonist 7, CHRM1 PAM -10, CHRM4 antagonist 2, CHRM5 agonist 1, CRFR2-BP antag 6, CRFR2-BP ag 0.5 and CHRM5 antagonist 11.
CCc1nnc(NC(=O)c2ccc(S(=O)(=O)NCC(C)C)cc2)s1 was read as CHRM4 PAM -2, M5 PAM -5, CHRM4 agonist 1, CHRM1 PAM -1, CHRM4 antagonist 3, CHRM5 agonist 1, CRFR2-BP antag -17, CRFR2-BP ag 0.3 and CHRM5 antagonist 5.
For CC(C)C(OC(=O)c1ccco1)C(=O)NCc1cccs1 (configuration not stated) the results were CHRM4 PAM -2, M5 PAM -1, CHRM4 agonist 0, CHRM1 PAM 6, CHRM4 antagonist 6, CHRM5 agonist -2, CRFR2-BP antag 8, CRFR2-BP ag -2.3 and CHRM5 antagonist 3.
For COC(=O)c1ccc(CNC(=O)c2ccc(COc3ccccc3)cc2)cc1 the results were CHRM4 PAM 11, M5 PAM 1, CHRM4 agonist 1, CHRM1 PAM 9, CHRM4 antagonist -1, CHRM5 agonist -5, CRFR2-BP antag 8, CRFR2-BP ag 0.6 and CHRM5 antagonist 0.
For CCOc1ccccc1CN1CCC(N2CCC(C(=O)NC3CC3)CC2)CC1 the results were CHRM4 PAM -4, M5 PAM -1, CHRM4 agonist 3, CHRM1 PAM 7, CHRM4 antagonist 3, CHRM5 agonist -8, CRFR2-BP antag 5, CRFR2-BP ag -0.5 and CHRM5 antagonist -2.
O=C(Nc1ccnc(-c2cccnc2)n1)c1cccc(Cl)c1Cl was read as CHRM4 PAM 3, M5 PAM -1, CHRM4 agonist 3, CHRM1 PAM 2, CHRM4 antagonist 21, CHRM5 agonist -2, CRFR2-BP antag 3, CRFR2-BP ag 0.2 and CHRM5 antagonist -3.
O=C(Nc1ccc(F)c(Cl)c1)C1CCCC1 was read as CHRM4 PAM 1, M5 PAM -7, CHRM4 agonist 1, CHRM1 PAM 2, CHRM4 antagonist 7, CHRM5 agonist -7, CRFR2-BP antag -1, CRFR2-BP ag 1.9 and CHRM5 antagonist 9.
Screening Cc1cc(N2CC(C(=O)NCc3cccs3)CC2=O)ccc1C(C)C (configuration not stated) returned CHRM4 PAM -1, M5 PAM -3, CHRM4 agonist 1, CHRM1 PAM 5, CHRM4 antagonist 3, CHRM5 agonist -4, CRFR2-BP antag -2, CRFR2-BP ag 1.0 and CHRM5 antagonist 6.
Screening COC(=O)COc1ccc(C(c2c(C)[nH][nH]c2=O)c2c(C)[nH][nH]c2=O)cc1 returned CHRM4 PAM 5, M5 PAM -9, CHRM4 agonist 0, CHRM1 PAM 19, CHRM4 antagonist 3, CHRM5 agonist -4, CRFR2-BP antag 2, CRFR2-BP ag 0.4 and CHRM5 antagonist 15.
O=C(c1ccc(Cl)c(S(=O)(=O)N2CCCC2)c1)N1CCN(c2ccccc2F)CC1 was read as CHRM4 PAM 4, M5 PAM -2, CHRM4 agonist 2, CHRM1 PAM 15, CHRM4 antagonist 3, CHRM5 agonist 0, CRFR2-BP antag -20, CRFR2-BP ag 0.7 and CHRM5 antagonist 3.
For Nc1nnc(SCC(=O)N2CCN(Cc3ccccc3)CC2)s1 the results were CHRM4 PAM 16, M5 PAM -5, CHRM4 agonist 0, CHRM1 PAM -2, CHRM4 antagonist -5, CHRM5 agonist -1, CRFR2-BP antag 4, CRFR2-BP ag 0.3 and CHRM5 antagonist 0.
`Cc1ccc(S(=O)(=O)Nc2ccc3c(c2)C(=O)N([C@@H](C)CO)C[C@@H](C)[C@@H](CN(C)C(=O)NC(C)C)OCCCC[C@H](C)O3)cc1` gave CHRM4 PAM -5, M5 PAM 2, CHRM4 agonist 0, CHRM1 PAM -5, CHRM4 antagonist 0, CHRM5 agonist 1 and CHRM5 antagonist -4.
For Cc1ccc(CNC(=O)C2CCN(c3nnc(N4CCCC4=O)s3)CC2)cc1 the results were CHRM4 PAM 15, M5 PAM 0, CHRM4 agonist 3, CHRM1 PAM 8, CHRM4 antagonist -23, CHRM5 agonist -1, CRFR2-BP antag -27, CRFR2-BP ag 0.1 and CHRM5 antagonist -4.

Screening data (PubChem)
